Screens as filed in PubChem BioAssay.
PGC1a acetyl inh: modulators of PGC1a acetylation; inhibition, % at 15.6 µM; 350,000 compounds, 0.17% hits; U2OS PGC1a acetylation, AlphaScreen anti-acetyl-lysine; with virally co-expressed GCN5 acetyltransferase;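 active means every replicate shows inhibition of at least 40%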;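 further: 0% = neutral control wells and 100% = positive control wells; some results beyond the cut were filed as inactive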
LGR2 inh: Drosophila LGR2 receptor signaling inhibition. 380,000 compounds, 0.35% hits. HEK293 LGR2, CRE-luciferase, bursicon-stimulated, 4 h. inhibition, % at 9.99 µM. AID 720647;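 active means drop in luminescence signal, shown as inhibition above about 50% in the replicate tests, limit read from the data, passing the limit was not always enough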;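 further: agonist challenge used bursicon conditioned medium at about half maximal strength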
PAX8 reporter: lowers PAX8-driven luciferase in RMG-I cells; RMG-I TPO-luciferase reporter, SteadyGlo, 24 h; inhibition, % at 12.6 µM; 360,000 compounds, 1.2% hits; AID 652154;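 active means mean replicate inhibition at least 60% with every replicate also reaching 60%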;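 further: luciferase light reporting Pax8 driven TPO promoter activity; plate controls were median of neutral control wells for no effect and mitoxantrone controls for full effect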
ARNT TACC3 PPI: ARNT/TACC3 interaction disruption. Q9Y6A5. AlphaScreen His-ARNT PAS-B/GST-TACC3 binding, luminescence; TACC3 fragment carries E629A point mutation. inhibition, % at 9.99 µM. 390,000 compounds, 0.66% hits. AID 623870;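 active means mean inhibition of replicates at least 50% and at least half of replicates each reaching 50%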;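 further: 0% = complete ARNT plus TACC3 wells and 100% = ARNT alone without TACC3; many hits fall short of the cut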
PglD inh: inhibitors of Campylobacter jejuni PglD acetyltransferase; purified PglD enzyme, DTNB colorimetric CoA detection; inhibition, % at 12.5 µM; 360,000 compounds, 0.098% hits; AID 602405; in the data active means inhibition above about 16%, passing the limit was not always enough; further: strong numbers were not always called active
GSIS activator: primary screen for activators of insulin secretion dependent on glucose, INS-1E cells, GLuc reporter luminescence; INS-1E GLuc reporter insulin secretion, 2-3 h; activation, % at 16.6 µM; 370,000 compounds, 0.61% hits;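 active means lowest replicate activation of at least 40%, so every replicate reaches that level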;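 further: 0% = median of neutral control wells and 100% = median of IBMX positive control wells; some compounds called inactive have numbers as strong as hits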
Cneo AK release: Cryptococcus neoformans lysis via adenylate kinase release; AID 651654; lysis activity, % at 15 µM; 360,000 compounds, 0.2% hits; C. neoformans lysis, adenylate kinase release luminescence, 4 h; normalised: neutral wells 0, clomiphene wells 100;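 active means mean lysis activity across replicates of at least 80%, whatever share of replicates individually reach that level; inactive means mean lysis activity below 80%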
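Test system: log-phase Cryptococcus neoformans yeast cells. Input: 5 × 10^6 yeast cells/mL. Medium: fresh YPD growth medium. Doses: single dose. Incubation: static 4 h at 37 °C with compound, 1 h detection. Measured by: luminescent adenylate kinase detection reagent. Read-out: signal increase indicating cell lysis. Benchmarks: Clomiphene.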
Statin myotox sup: suppression of simvastatin myotoxicity; AID 602340; rescue of ATP level, % at 7.49 µM; C2C12 myotubes + simvastatin, ATP luminescence, 48 h; scaled: DMSO 0, geranylgeraniol control 100; 330,000 compounds, 0.78% hits;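 active means mean ATP rescue above about 67%, or every replicate alone reaching that limit, limit read from the data, passing the limit was not always enough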;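 further: myotubes were challenged with 10 µM simvastatin during compound exposure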
The depositor's hits bear a star; / = no result given.

Second line of a record: PGC1a acetyl inh	PglD inh	GSIS activator	Cneo AK release	LGR2 inh	ARNT TACC3 PPI	PAX8 reporter	Statin myotox sup
(1) O=C(NC1CCC1)[C@H]1[C@H](CO)[C@H]2Cn3c(ccc(C4=CCCC4)c3=O)[C@@H]1N2CC1CC1
    /	-1	-5	-5	-25	-14	/	13
(2) CC(NC(=O)CCN1C(=O)c2ccccc2C1=O)c1ccccc1 (stereo not given)
    -17	8	2	4	9	5	7	1
(3) Cc1cccc(-n2nc(C)c3c2NC2=C(C(=O)CCC2)C3c2ccccn2)c1 (stereo not given)
    -15	0	-34	-2	10	3	18	/
(4) c1ccc(-c2cn(-c3ccccc3)c3[n+]2CCS3)cc1
    2	-1	-52	1	22	0	20	-24
(5) Cc1ccc(NC(=O)COC(=O)CCC(=O)c2cccs2)cc1C
    10	1	-2	8	-23	5	14	1
(6) O=c1[nH]c(CN2CCN(c3ccccc3O)CC2)nc2scc(-c3ccccc3Cl)c12
    5	1	13	-5	12	3	22	5
(7) COc1cccc(SCc2noc(C(=O)NCCN(C)C)c2C(=O)NCCN(C)C)c1
    -9	-4	6	-1	9	-5	-13	4
(8) Cc1ccc(S(=O)(=O)c2n[nH]n3c2nc(=O)c2ccccc23)cc1
    0	-1	/	-1	/	-4	23	/
(9) COc1ccc(Cl)cc1N1C(=NC(=O)C2CCCO2)SC2CS(=O)(=O)CC21 (stereo not given)
    -1	-2	-12	3	2	-3	-23	14
(10) CN1C(=O)c2cc(NS(=O)(=O)c3cccc(F)c3)ccc2OC[C@@H]2O[C@H](CC(=O)O)CC[C@H]21
    0	2	-1	-4	5	-11	-16	-13
(11) NC(=O)c1c(N)sc(=S)n1-c1ccccc1
    -5	5	/	2	/	4	-11	-8
(12) COc1cc(OC)c(NC(=O)Nc2ccc(OC)c(OC)c2)cc1Cl
    3	5	11	0	/	1	6	2
(13) O=C(NNC(=O)c1ccc2c(c1)OCO2)NC12CC3CC(CC(C3)C1)C2
    0	-4	5	4	5	-30	10	/
(14) Cc1ccc(C(=O)COC(=O)CNC(=O)Cc2ccccc2)cc1[N+](=O)[O-]
    -1	-1	/	0	/	-8	/	4
(15) COc1ccccc1-c1ocnc1C(=O)N1CCN(C(=O)C(c2ccccc2)c2ccccc2)CC1
    /	2	-10	2	8	4	-56	28
(16) CC(C(=O)NCc1ccc2c(c1)OCO2)N(c1ccccc1)S(C)(=O)=O (stereo not given)
    -3	-2	/	0	/	1	-21	-1
(17) O=c1nc(-c2ccccc2)n(-c2ccc(Cl)cc2)[nH]1
    8	4	4	6	-6	0	15	-6
(18) O=C(O)CN1C(=O)/C(=C/c2ccccc2Cl)Oc2ccccc21
    -3	1	-3	1	-2	-3	8	10
(19) COCCCn1c(SCCc2ccccc2)nc2cc(OC)c(OC)cc2c1=N
    0	-3	7	2	10	-2	17	-30
(20) CCC(=O)Nc1cccc(NC(=O)CSc2nnc(C(C)C)n2CC)c1
    -4	-2	/	-2	/	-12	/	5
(21) C[C@@H]1CN([C@@H](C)CO)C(=O)c2cccc(NC(=O)Nc3ccc(F)cc3)c2O[C@H]1CN(C)Cc1ccncc1
    5	6	8	-3	-13	2	3	3
(22) Cc1cc(NC(=O)COC(=O)COc2ccc3c4c(c(=O)oc3c2)CCC4)no1
    11	/	29	/	-15	-3	19	/
(23) CCCCNC(=O)C1(C)CCN1C(=O)c1cc(OC)ccc1Br (stereo not given)
    1	-3	/	0	-4	/	-1	0
(24) CN1CCN(C(=O)C[C@H]2CC[C@H]3[C@@H](COc4ccc(NC(=O)c5ccc(F)c(F)c5)cc4C(=O)N3C)O2)CC1
    9	-3	9	0	8	-10	-4	-1
(25) C#CCNc1c2c(nc3ncnn13)CC(C)CC2 (stereo not given)
    0	1	35	0	-1	-6	-13	/
(26) COc1ccc(C(=O)C2C(c3ccc(-c4ccccc4[N+](=O)[O-])o3)NC(=O)NC2(O)C(F)(F)F)cc1 (stereo not given)
    /	/	-11	/	-4	17	16	/
(27) COC(=O)c1cccc(NS(C)(=O)=O)c1C
    6	-1	/	1	/	-7	-10	9
(28) NC(=O)c1ccccc1N/C=C1\CCCCC1=O
    /	/	-2	/	9	0	-2	/
(29) CC1=C/C(=C\C=C(C#N)C#N)N(C)c2ccccc21
    2	-1	-3	3	2	-1	10	/
(30) CCC1SC2=NC(C)=C(C(=O)OC)C(c3cccs3)N2C1=O (stereo not given)
    -25	-2	/	-2	/	3	/	-12
(31) CC(C)Cn1nc(C(=O)N2CCc3ccccc32)c2ccccc2c1=O
    2	-3	10	-1	-3	6	23	16
(32) CCN1CCCc2cc(CN(CCN3CCOCC3)C(=S)Nc3cccc(OC)c3)ccc21
    -7	/	-9	/	-6	31	-9	-6
(33) CCC(=O)Nc1cc2nn(-c3ccc(C)cc3)nc2cc1C
    10	9	9	-2	40	-20	-118	-1
(34) C#CCOCCOCCOCCNc1nc(N2CCN(C(=O)CCCCCCCCCCNC(=O)Cn3cc(C[C@@H](C)O)nn3)CC2)nc(N2CCN(C(=O)CCCCCCCCCCNC(=O)[C@@H]([C@H](C)CC)n3cc(CCCCCN)nn3)CC2)n1
    /	1	/	8	/	15	/	-21
(35) O=S(=O)(Cc1ccccc1)N1CCCCN2[C@H](C1)[C@H](c1ccc(-c3ccccc3)cc1)[C@@H]2CO
    -1	11	-26	1	37	-12	57	/
(36) CCCC#Cc1ccc2c(c1)O[C@H](CN(C)C(C)=O)[C@@H](C)CN([C@@H](C)CO)S2(=O)=O
    2	-2	-2	56	12	3	/	20
(37) CCC(=O)n1nc(-c2cccnc2)nc1NCc1ccccc1
    2	/	23	/	17	-2	-3	/
(38) CCOc1ccc(NC(=O)CN(C)C(=O)C(C)Oc2ccc(Cl)cc2)cc1OCC (stereo not given)
    -6	5	-32	-1	2	25	23	30
(39) O=C(NCCO)C1CCN(S(=O)(=O)c2ccc(F)cc2)CC1
    0	8	/	12	/	-8	/	0
(40) COc1ccc(NS(=O)(=O)c2c(C)cc(C)cc2C)cn1
    2	-6	/	0	-12	7	-5	-7

Ordered by number of heavy atoms (lowest first): some entries from above.
Second line of a record: PGC1a acetyl inh	PglD inh	GSIS activator	Cneo AK release	LGR2 inh	ARNT TACC3 PPI	PAX8 reporter	Statin myotox sup
(27) COC(=O)c1cccc(NS(C)(=O)=O)c1C
    6	-1	/	1	/	-7	-10	9
(40) COc1ccc(NS(=O)(=O)c2c(C)cc(C)cc2C)cn1
    2	-6	/	0	-12	7	-5	-7
(23) CCCCNC(=O)C1(C)CCN1C(=O)c1cc(OC)ccc1Br (stereo not given)
    1	-3	/	0	-4	/	-1	0
(21) C[C@@H]1CN([C@@H](C)CO)C(=O)c2cccc(NC(=O)Nc3ccc(F)cc3)c2O[C@H]1CN(C)Cc1ccncc1
    5	6	8	-3	-13	2	3	3

Next part:
Second line of a record: PGC1a acetyl inh	PglD inh	GSIS activator	Cneo AK release	LGR2 inh	ARNT TACC3 PPI	PAX8 reporter	Statin myotox sup
(41) CCOC(=O)c1ccc(NC(=O)NCc2ccc(OC)cc2)cc1
    /	/	6	/	5	-3	-8	/
(42) COC(=O)c1cc(C(=O)Nn2cnnc2)cc([N+](=O)[O-])c1
    /	-6	8	0	-6	-5	8	25
(43) CC1CCCCN1C(=O)CSc1nc2c(c(=O)n(C)c(=O)n2C)n1C (stereo not given)
    1	-4	-7	1	-5	-2	14	-6
(44) CCCC(=O)Nc1ccc2c(c1)C(=O)N(C)C[C@H](OC)[C@H](C)CN(CCC(F)(F)F)[C@@H](C)CO2
    -2	-4	1	2	19	24	-6	-4
(45) CCS(=O)(=O)NC(=O)C1(C)CCN1C(=O)C1(c2ccc(Cl)cc2)CC1 (stereo not given)
    12	-1	-15	-2	10	/	/	11
(46) O=C(CSc1ccccn1)N/N=C/c1ccccc1[N+](=O)[O-]
    /	/	13	/	-9	-4	-16	/
(47) CC1CCC(C(O)(C(=O)c2ccccc2)c2ccccc2)C(=O)C1 (stereo not given)
    -3	7	11	-1	-10	/	6	19
(48) COc1cc(C(=O)OC2CCOC2=O)cc(Cl)c1OC (stereo not given)
    /	0	3	-2	-11	12	-14	14
(49) O=C(CSc1nnc(SCc2cccc3ccccc23)s1)c1ccc2c(c1)OCO2
    -8	-5	5	6	19	2	/	38
(50) O=C(Nc1c(C(=O)N2CCCCC2)cnn1-c1ccccc1)c1ccccc1F
    3	2	7	-1	-11	-6	8	4
(51) CCN(CC)C(=O)Oc1ccc2c(c1)O/C(=C\c1ccco1)C2=O
    0	-8	-12	0	-13	8	-60	24
(52) COc1ccccc1/C=C/C1(C(=O)NC2CCCC2)CC(=O)N1c1ccccc1 (stereo not given)
    -9	3	8	-3	4	-4	55	18
(53) CCC1(C)CN=C(c2ccccc2)NC1 (stereo not given)
    0	6	4	-1	-26	-38	13	9
(54) Cc1ccc2oc(C(=O)N3CCC(O)(c4ccccc4)CC3)c(C)c2c1
    -13	-7	-25	3	-27	-1	-14	-1
(55) COC(=O)C1(C)NC(c2ccco2)C2C(=O)N(c3ccc(F)cc3)C(=O)C21 (stereo not given)
    0	4	-3	1	2	-4	0	7
(56) CC1CCCC(C)N1C(=O)Cc1ccccc1 (stereo not given)
    1	2	20	-4	17	15	/	-1
(57) COc1ccc(/C=C/C(=O)NC(=S)NNC(=O)c2cccs2)cc1
    -10	/	6	/	0	4	22	/
(58) CC(=O)OC(C(=O)NC1CCCCC1)c1cccc(C)c1 (stereo not given)
    12	4	7	3	/	-1	/	5
(59) C[C@@H]1CN([C@@H](C)CO)C(=O)c2cccc(NS(=O)(=O)c3ccc(F)cc3)c2O[C@H]1CN(C)Cc1ccc(Cl)c(Cl)c1
    9	-2	-17	-1	0	2	/	31
(60) O=C(N/N=C/c1ccc(OC(=O)c2ccccc2)cc1)c1cccnc1
    7	-2	4	-7	2	-3	4	9
(61) COc1ccc(NC(=O)c2cccc3c2C(=O)N(CC2CCCO2)C3)cc1OC (stereo not given)
    /	-3	/	-3	/	1	/	1
(62) CCOc1ccc2oc(C(=O)OCC(=O)N3CCCC(C)C3)c(C)c2c1 (stereo not given)
    -13	-3	-26	-2	0	17	-2	1
(63) CC(C)Cn1c(N)c(C(=O)COC(=O)c2ccccc2Cl)c(=O)n(C)c1=O
    /	/	-42	/	-2	-2	-4	/
(64) Cc1ccc(-n2cnc3sc(C)c(C)c3c2=O)cc1
    -1	5	1	-2	11	-2	-93	/
(65) C[C@H]1CCCCO[C@@H](CN(C)Cc2ccccc2)[C@@H](C)CN([C@@H](C)CO)C(=O)c2cc(NC(=O)Nc3cccc4ccccc34)ccc2O1
    -15	0	-23	4	12	4	31	/
(66) O=C(Cc1ccccc1)NNC(=S)Nc1ccccc1
    -6	/	10	/	3	/	-11	/
(67) CCCN1C[C@H](C)[C@@H](OC)CN(C)C(=O)c2cc(NC(=O)c3ccccc3)ccc2OC[C@H]1C
    2	-2	11	-1	-9	-3	5	5
(68) O=C(CSCc1cnn(-c2ccccc2)c1-n1cccc1)N1CCN(Cc2ccccc2)CC1
    17	-2	/	2	/	10	/	-1
(69) COc1ccc(CNC(=O)CN(c2ccc(OC)c(Cl)c2)S(=O)(=O)c2ccc(C)cc2)cc1
    4	-6	-22	2	18	-17	4	0
(70) COc1cccc(CNC(=O)C2CC(=O)N(C3CCCCC3)C2)c1 (stereo not given)
    -9	5	2	-2	-8	-7	-6	20
(71) COc1ccc(CN2C[C@H](O)COC[C@@H]3O[C@H](CC(=O)NCCN4CCCC4)CC[C@H]32)cc1
    -1	3	2	0	1	6	10	2
(72) C=CCNC(=O)/C(C#N)=C/c1c(N2CCN(c3ccc(OC)cc3)CC2)nc2c(C)cccn2c1=O
    /	-6	-7	0	-20	2	-12	30
(73) O=C(C[C@@H]1C[C@@H]2c3cc(NC(=O)Nc4ccc(C(F)(F)F)cc4)ccc3O[C@@H]2[C@H](CO)O1)NCC1CC1
    -2	2	-12	4	5	4	4	0
